OX1R antag-1 = blocks the human orexin 1 receptor. hit rate 0.43% among 330,000. AID 434989. inhibition, % at 5 µM. O43613. CHO/OX1R cells, Fluo-8 calcium fluorescence, orexin A;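 active = inhibition above its plate's threshold, mean inhibition of all tested compounds on the plate plus 3 SD, cut at about 37% in these data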;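 also: 0% = orexin A challenge wells and 100% = SB-334867-A antagonist wells; not every result past the cut was called active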
Target sequence (O43613 whole entry, looked up): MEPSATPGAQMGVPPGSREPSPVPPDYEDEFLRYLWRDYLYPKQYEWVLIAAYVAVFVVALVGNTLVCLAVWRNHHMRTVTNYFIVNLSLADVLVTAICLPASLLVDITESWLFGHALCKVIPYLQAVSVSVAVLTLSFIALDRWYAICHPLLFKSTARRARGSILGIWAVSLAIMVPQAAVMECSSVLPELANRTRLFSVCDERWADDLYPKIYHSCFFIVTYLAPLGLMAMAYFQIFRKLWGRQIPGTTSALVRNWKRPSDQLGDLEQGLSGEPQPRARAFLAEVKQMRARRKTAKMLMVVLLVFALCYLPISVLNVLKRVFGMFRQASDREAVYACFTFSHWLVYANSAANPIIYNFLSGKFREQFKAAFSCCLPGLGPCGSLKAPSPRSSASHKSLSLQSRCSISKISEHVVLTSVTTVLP
STK33 kinase inh = inhibitors of human STK33 kinase; AID 2661; purified STK33, MBP phosphorylation, ADP-Glo luminescence; inhibition, % at 10 µM; Q9BYT3; hit rate 0.073% among 320,000;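 active = inhibition at or above 25%, using the most active replicate where run in duplicate; inactive = inhibition below 25%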
Target sequence (Q9BYT3 whole entry, looked up): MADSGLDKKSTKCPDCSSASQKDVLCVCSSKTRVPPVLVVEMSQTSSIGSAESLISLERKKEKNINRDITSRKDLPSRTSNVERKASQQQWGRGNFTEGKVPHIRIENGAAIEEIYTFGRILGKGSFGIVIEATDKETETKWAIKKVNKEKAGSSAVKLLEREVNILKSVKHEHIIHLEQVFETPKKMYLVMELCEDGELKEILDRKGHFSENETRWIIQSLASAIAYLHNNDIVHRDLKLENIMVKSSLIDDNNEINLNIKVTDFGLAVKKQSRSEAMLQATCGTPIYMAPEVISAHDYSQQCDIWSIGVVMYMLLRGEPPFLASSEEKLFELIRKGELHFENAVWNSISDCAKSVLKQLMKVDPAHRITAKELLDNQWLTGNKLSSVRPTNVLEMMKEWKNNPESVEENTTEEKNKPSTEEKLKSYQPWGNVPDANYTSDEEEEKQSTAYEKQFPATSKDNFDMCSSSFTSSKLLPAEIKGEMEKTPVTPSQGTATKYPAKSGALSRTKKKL
OX1R antag-2 = blocks the human orexin 1 receptor; OX1R-expressing cells, FRET antagonist read-out; hit rate 1.8% among 330,000; AID 485270; O43613; inhibition, % at 6.6 µM; in the data active = inhibition mostly above about 38%, no sharp cut-off; inactive = mostly below about 40%;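 also: 0% = agonist challenge alone and 100% = reference antagonist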
An asterisk follows results filed as active.

Values run as follows: OX1R antag-1	STK33 kinase inh	OX1R antag-2
> O=C(Nc1cccc(F)c1)C1CCN(C(=O)c2ccccc2Cl)CC1
    -5.0	-2.0	18.9
> C(=N\Nc1nncn1/N=C/c1ccco1)/c1ccco1
    -2.3	-0.6	29.8
> O=C1C=C(c2ccc(-c3ccccc3)c(F)c2)C[C@@H](c2ccc(Cl)cc2)C1
    0.8	-1.8	3.1
> CCN1C(=O)C(=O)N(CC(=O)N(C)CC(=O)Nc2ccccc2Cl)C1=O
    1.4	-0.3	9.4
> Cc1cc(C(=O)Nc2cccc([N+](=O)[O-])c2C)cs1
    -4.6	-0.1	17.1
> COc1ccc(N=C2SC(CC(=O)Nc3ccc(OC)cc3OC)C(=O)N2C)cc1 (stereo not given)
    -27.2	-1.1	14.1
> C=C(C)CSc1cc(C)nc2c(-c3ccccc3)c(C)nn12
    -30.0	-0.7	12.7
> CCN1CCN(C(c2ccccc2)c2nnnn2Cc2ccc(OC)cc2)CC1 (stereo not given)
    -11.4	-0.6	9.1
> CCN1CCN(C(=S)c2ccc(O)cc2)CC1
    -10.8	0.0	17.1
> C=CCc1cccc2cc(C(=O)NCc3ccc(C(=O)OCC)o3)c(=O)oc12
    -24.7	-2.4	17.6
> CCc1ccc(NC(=O)CCS(=O)(=O)c2ccc(Br)cc2)cc1
    -31.7	-0.2	7.2
> CCCCNC(=O)CC1C(=O)N(Cc2ccccc2)C(C)c2nc3ccccc3n21 (stereo not given)
    -29.0	-0.9	10.3
> COc1ccc(CCNC(=O)C(=O)NCC2CCCN2S(=O)(=O)c2cccs2)cc1OC (stereo not given)
    -30.3	-0.6	17.3
> COc1ccccc1P(=O)(c1ccccc1)c1ccc([N+](=O)[O-])cc1 (stereo not given)
    -18.1	-1.8	-0.8
> CCOC(=O)CSc1nnc(Cc2ccccc2)n1-c1ccc(C)cc1
    -26.5	0.3	31.9
> COc1ccc(NC(=O)Cn2cnc3sc(C)c(S(=O)(=O)N4CCOCC4)c3c2=O)c(OC)c1
    -8.3	-1.1	-2.1
> Cn1nc(-c2ccc(N3CCCCC3)c(NC(=O)c3ccco3)c2)c2ccccc2c1=O
    -21.4	-1.5	23.1
> O=C(C1CCCCN1S(=O)(=O)c1ccccc1[N+](=O)[O-])N1CCCC1 (stereo not given)
    -6.2	-2.5	14.4
> O=C(NCC1CCCN1S(=O)(=O)c1cccs1)c1cccc(F)c1 (stereo not given)
    -21.5	0.2	24.2
> O=C(COC(=O)c1ccc(N2CCCC2=O)cc1)c1ccc(OC(F)F)cc1
    -18.7	-0.8	16.3

The last 2 records of the section above open the next one.
Values run as follows: OX1R antag-1	STK33 kinase inh	OX1R antag-2
> O=C(NCC1CCCN1S(=O)(=O)c1cccs1)c1cccc(F)c1 (stereo not given)
    -21.5	0.2	24.2
> O=C(COC(=O)c1ccc(N2CCCC2=O)cc1)c1ccc(OC(F)F)cc1
    -18.7	-0.8	16.3
> CC(=O)Nc1ccc(NC(=O)C2(C)CC2(Cl)Cl)cc1 (stereo not given)
    3.8	-0.6	17.9
> O=C(O)c1cc(NC(=O)c2ccccc2F)cc(NC(=O)c2ccccc2F)c1
    7.6	-2.4	16.9
> Cc1cccc(NC(=O)CCc2ccc(C)o2)c1
    -31.7	0.8	35.6
> Cc1nn(-c2ccccn2)c2c1C(c1c(F)cccc1Cl)C1=C(N2)c2ccccc2C1=O (stereo not given)
    -28.5	0.3	14.8
> CC(C)[C@H](NC(=O)c1cccc(S(=O)(=O)N2CCCC2)c1)c1nc2ccccc2[nH]1
    -26.7	0.8	16.6
> CC1CCN(C(=O)c2[nH]cnc2C(=O)N[C@@H](C)C(=O)OCc2ccccc2)CC1
    -23.8	0.8	30.2
> CCCCC1(C)NC(=O)N(CC(=O)N2CCc3ccccc32)C1=O (stereo not given)
    -41.8	-1.2	-2.6
> CCN(CC)S(=O)(=O)c1ccc2c(c1)nc(SCC(=O)N1CCCCCC1)n2-c1ccc(OC)cc1
    -39.9	-0.4	9.0
> O=C(C1CCCN(S(=O)(=O)c2ccccc2)C1)N1CCN(c2ccc(F)cc2)CC1 (stereo not given)
    -23.4	0.6	13.8
> COC(=O)c1cc(OC)c(OC)cc1NC(=O)CN1CCOCC1
    -5.7	3.6	2.8
> COc1cc(/C=C2\COC/C(=C\c3ccc(O)c(OC)c3)C2=O)ccc1O
    -23.4	8.1	10.4
> COc1ccccc1/C=C1\CCCC2=C1Nc1nnnn1C2c1ccccc1OC (stereo not given)
    -2.0	-0.5	16.8
> COc1cc(OC)cc(C(=O)N2CCC3(CC2)NCCc2[nH]cnc23)c1
    5.2	-0.5	11.8
> Cc1cc(NC(=O)c2cccc(S(=O)(=O)N(C)C)c2)n(-c2ccccn2)n1
    -26.0	1.8	10.4
> CC1S/C(=N/N=C/c2ccco2)N(Cc2ccccc2)C1=O (stereo not given)
    -27.4	-1.1	7.5
> Cc1ccc(-c2nc(CS(=O)(=O)CC(=O)NCCN3CCOCC3)c(C)o2)cc1
    -15.6	-0.6	5.7
> CCCCC(=O)Nc1ccccc1CC
    -4.1	0.1	16.0
> CCC(C)NC(=O)Cc1c(C)c2cc3c(cc2oc1=O)OC(C)(C)CC3 (stereo not given)
    -25.9	-0.7	16.1
> CSCCC(NS(=O)(=O)c1ccc2c(c1)oc(=O)n2C)C(=O)NC1CCC(C)CC1 (stereo not given)
    -41.1	-0.3	13.2
> NC(=O)/C=C\c1cn(-c2ccccc2)nc1-c1ccc2c(c1)OCCO2
    -14.5	-1.3	12.4
> CCCCCC(O)(c1ccc(OCC)cc1)C(CN1CCOCC1)c1ccccc1 (stereo not given)
    -66.5	-0.2	-0.3
> CCCCC(C(=O)O)C(C)CC(=O)Nc1nccs1 (stereo not given)
    -11.5	0.8	6.2
> Clc1ccc(-c2nnc3ccccn23)cc1
    -7.3	-1.5	8.3
> CCN(CC)S(=O)(=O)c1ccc(C(=O)OCC(=O)c2ccc3c(c2)NC(=O)CO3)cc1
    -11.3	-1.8	13.4
> COc1ccc(C2c3ccc(O)cc3Oc3ncn4nc(-c5ccccn5)nc4c32)cc1OC (stereo not given)
    -24.8	-1.5	27.5
> Cc1ccc(-n2c(=O)c3ccc(C(=O)NCc4ccco4)cc3n(Cc3ccccc3C#N)c2=O)cc1
    -19.6	-0.4	6.2
> CC1CCC(NC(=O)c2cccc(S(=O)(=O)N3CCN(c4ccc(F)cc4)CC3)c2)CC1 (stereo not given)
    -6.4	0.2	21.4
> O=C(COc1ccc(Cl)cc1[N+](=O)[O-])N/N=C/c1cccs1
    -14.7	-5.7	4.0
> Cn1c(=O)c2c(nc(NCc3cccnc3)n2Cc2ccccc2Cl)n(C)c1=O
    -5.2	-0.2	4.6
> COc1ccc(NC(=S)N2CCCCCC2)cc1OC
    -23.8	0.1	12.8
> O=C1[C@@H]2Cc3c([nH]c4ccccc34)C(c3cccc([N+](=O)[O-])c3)N2C(=O)CN1CCCO (stereo not given in full)
    -10.5	-0.4	10.7
> CCOc1ccc(NC(=O)CN(C)C(=O)c2cccnc2SC)cc1OCC
    -0.5	-1.6	3.1
> COc1ccc(CCNC(=O)CC(c2ccccc2)c2cc(C)ccc2O)cc1OC (stereo not given)
    -12.4	-0.7	16.7
> COc1ccc(-n2ncc3c(N4CCc5ccccc54)ncnc32)cc1
    -8.7	-0.9	8.0
> Cc1ccccc1OCC1Cn2c(nc3c2c(=O)[nH]c(=O)n3C)O1 (stereo not given)
    -19.6	-0.3	8.8
> COc1ccc(NC(=O)CC2C(=O)N(CCc3ccccc3)C(=S)N2Cc2cccnc2)cc1 (stereo not given)
    -16.6	-2.1	22.5
> Cc1nnc(N(Cc2ccco2)C(=O)c2ccno2)s1
    -10.6	1.3	10.6
> CC(=O)N(c1ccccc1)c1nc(/C=C/C(=O)Nc2c(C)cc(C)cc2C)cs1
    -14.1	-0.2	17.3
> COc1ccc(CC(=O)NCc2nc(-c3ccccc3)no2)cc1
    -10.2	1.5	15.1
> Cc1cccc(N=C(NO)c2nonc2N)c1
    8.3	0.1	5.9

Next section, overlapping the part above by 2 compounds.
Values run as follows: OX1R antag-1	STK33 kinase inh	OX1R antag-2
> COc1ccc(CC(=O)NCc2nc(-c3ccccc3)no2)cc1
    -10.2	1.5	15.1
> Cc1cccc(N=C(NO)c2nonc2N)c1
    8.3	0.1	5.9
> Cc1c(NC(=O)c2cccnc2C(=O)O)cccc1C(=O)O
    5.1	-1.3	5.5
> O=C(CN1C(=O)NC2(CCc3ccccc32)C1=O)c1c[nH]c2ccccc12 (stereo not given)
    -19.1	-0.2	15.5
> O=C(/C=C/NCc1cccnc1)c1ccc(Br)cc1
    -32.9	0.2	11.0
> Cn1c(=O)c2c(SCC(=O)Nc3nccs3)nc(C3CC3)nc2n(C)c1=O
    -14.8	1.3	16.8
> N#C/C(=C\c1ccccc1C(F)(F)F)C(=O)Nc1ccccc1
    -15.5	0.2	5.2
> Cc1cc(Cl)c(OCCn2ccnc2)c(Br)c1
    4.7	-0.7	7.8
> Cc1ccc(CS(=O)Cc2ccc(C(=O)NCC(C)c3ccccc3)o2)cc1 (stereo not given)
    -26.8	-2.6	9.8
> O=C(c1c(Cl)nc2sccn12)N(C(=O)c1c(Cl)nc2sccn12)c1ccc(Cl)cn1
    -19.1	-2.3	17.8
> Cc1c(N=C/C=C2/N(C)c3ccccc3C2(C)C)c(=O)n(-c2ccccc2)n1C
    -2.5	-0.6	16.0
> Cc1ccc2c([N+](=O)[O-])cccc2n1
    5.6	-0.5	52.8
> O=C(COC(=O)c1ccc2c(c1[N+](=O)[O-])C(=O)c1ccccc1C2=O)NC1CC1
    9.2	-0.2	74.3*
> Oc1nc(Nc2ccccc2)sc1/C=C1\C=Nc2ccccc21
    -2.7	-0.5	30.7
> CCCn1nc(C(=O)NCC(C)(C)N2CCOCC2)c2ccccc2c1=O
    -17.5	-1.4	9.6
> CC(C)(C)NS(=O)(=O)c1ccc(NC(=O)C2CC(=O)N(CCc3ccc(F)cc3)C2)cc1 (stereo not given)
    -7.1	0.3	10.6
> CCOc1cccc2sc(N(CCN(CC)CC)C(=O)c3ccc(S(=O)(=O)N4CCCC4)cc3)nc12
    -32.2	0.7	52.0
> Cc1ccc(C)c(S(=O)(=O)N2C(=S)NC(=O)C2CC(C)C)c1 (stereo not given)
    -17.2	-1.7	28.9
> CCOC(=O)C1=C(C)N[C@@]2(O)c3ccccc3C(=O)[C@@]12O
    -16.4	-0.3	15.1
> CC1CCCCC1NC(=O)c1cccc(S(=O)(=O)N2CCN(Cc3ccccc3)CC2)c1 (stereo not given)
    -24.5	-0.2	17.4
> Cc1ccc(OCC(O)Cn2c(N3CCOCC3)nc3c2c(=O)[nH]c(=O)n3C)cc1 (stereo not given)
    -17.0	-1.2	14.3
> NC(=O)C1CCC(NC(=O)OCc2ccccc2)CC1 (stereo not given)
    -6.5	-1.3	11.3
> Cc1sc2ncnc(Sc3nnnn3-c3ccc(Cl)cc3)c2c1C
    -14.7	-0.6	2.8
> C/C(=N\NC(=O)c1ccccc1C)c1ccc(N2CCOCC2)cc1
    -21.5	-1.1	18.0
> Oc1c(Br)cc(Br)cc1C=Nc1cccnc1
    -1.0	-1.0	-19.0
> Cc1cccc(NC(=O)CN2CCN(C(=O)C3CCC3)CC2)c1C
    -7.0	-1.3	-0.3
> CCc1ccc(/C=N/Nc2nn[nH]n2)cc1
    -11.4	-2.0	13.6
> COc1ccc(Cn2cc(F)c(=O)n(CCC(C)C)c2=O)cc1[N+](=O)[O-]
    -37.9	-1.2	0.1
> CC1=NN(c2ccccc2)C(=O)C1C(=O)c1cc([N+](=O)[O-])cc([N+](=O)[O-])c1 (stereo not given)
    2.2	-2.8	22.8
> CCN(CC(=O)NCc1ccc(Cl)cc1)C(=O)C(C)Sc1ccccc1 (stereo not given)
    -13.6	-1.6	28.4
> Cc1ccc(NC(=O)C(=O)NCC2CCCO2)cc1 (stereo not given)
    8.9	-0.8	23.0
> COc1cc2cc(CCCOC(=O)CCCC(=O)O)oc(=O)c2cc1OC
    -6.8	3.5	-0.3
> Cc1ccc(CN(Cc2cccnc2)C(=S)Nc2cccc(Cl)c2C)cc1
    -32.9	-0.7	45.1
> NS(=O)(=O)c1ccc(N2N=C(c3ccccc3)CC2c2ccc(F)cc2)cc1 (stereo not given)
    -21.9	-0.3	-10.2
> CN(C)S(=O)(=O)c1cc(NC(=O)COC(=O)CCSc2ccc(Cl)cc2)ccc1Cl
    -26.2	0.9	18.4
> CCOC(=O)/C=C/C(=O)Nc1nccs1
    -12.4	0.5	21.3
> Cc1cccc(-n2nnc(C(=O)NC3CCCc4ccccc43)c2N)c1 (stereo not given)
    -28.3	-0.4	28.7
> Cc1ccc(NC(=O)CCn2c(=O)[nH]c3ccsc3c2=O)cc1C
    -25.3	0.9	11.7
> CC(C)c1ccc(OCC(=O)NCc2ccco2)cc1
    -3.1	-1.1	18.2

2 consecutive compounds out of the list so far, for reference:
Values run as follows: OX1R antag-1	STK33 kinase inh	OX1R antag-2
> Cc1sc2ncnc(Sc3nnnn3-c3ccc(Cl)cc3)c2c1C
    -14.7	-0.6	2.8
> C/C(=N\NC(=O)c1ccccc1C)c1ccc(N2CCOCC2)cc1
    -21.5	-1.1	18.0

Single records (already shown).
`COc1ccc(Cn2cc(F)c(=O)n(CCC(C)C)c2=O)cc1[N+](=O)[O-]` as listed: OX1R antag-1 = -37.9; STK33 kinase inh = -1.2; OX1R antag-2 = 0.1
`Cc1ccc(NC(=O)CCn2c(=O)[nH]c3ccsc3c2=O)cc1C` as listed: OX1R antag-1 = -25.3; STK33 kinase inh = 0.9; OX1R antag-2 = 11.7

Compound activity as filed in PubChem.
